Compound activity (PubChem BioAssay)
RAD52 anneal inh – RAD52 DNA annealing inhibitors, primary screen, biochemical, FRET, single point, set 2; inhibition, % at 18.7 µM; recombinant RAD52 DNA annealing, FRET fluorescence; AID 651710, 2012; DNA repair protein RAD52 homolog (Homo sapiens), P43351; hit rate 0.46% among 360,000;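 active = every replicate showing at least 50% inhibition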
RAD54 branch – inhibitors of human RAD54 branch migration, primary screen, biochemical, fluorescence, single point | DNA repair and recombination protein RAD54-like (Homo sapiens), Q92698 | RAD54 Holliday junction branch migration, FAM/BHQ fluorescence | inhibition, % at 10.4 µM | hit rate 0.14% among 360,000;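 active = mean normalized replicate activity at least 40 and at least half of replicates scoring 40 or more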;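 also: 0% = median of neutral control wells and 100% = median of positive control wells; inhibitors cause a drop in the FAM fluorescence signal; in these data hits start at about 50%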
Target sequence (Q92698 whole entry, looked up): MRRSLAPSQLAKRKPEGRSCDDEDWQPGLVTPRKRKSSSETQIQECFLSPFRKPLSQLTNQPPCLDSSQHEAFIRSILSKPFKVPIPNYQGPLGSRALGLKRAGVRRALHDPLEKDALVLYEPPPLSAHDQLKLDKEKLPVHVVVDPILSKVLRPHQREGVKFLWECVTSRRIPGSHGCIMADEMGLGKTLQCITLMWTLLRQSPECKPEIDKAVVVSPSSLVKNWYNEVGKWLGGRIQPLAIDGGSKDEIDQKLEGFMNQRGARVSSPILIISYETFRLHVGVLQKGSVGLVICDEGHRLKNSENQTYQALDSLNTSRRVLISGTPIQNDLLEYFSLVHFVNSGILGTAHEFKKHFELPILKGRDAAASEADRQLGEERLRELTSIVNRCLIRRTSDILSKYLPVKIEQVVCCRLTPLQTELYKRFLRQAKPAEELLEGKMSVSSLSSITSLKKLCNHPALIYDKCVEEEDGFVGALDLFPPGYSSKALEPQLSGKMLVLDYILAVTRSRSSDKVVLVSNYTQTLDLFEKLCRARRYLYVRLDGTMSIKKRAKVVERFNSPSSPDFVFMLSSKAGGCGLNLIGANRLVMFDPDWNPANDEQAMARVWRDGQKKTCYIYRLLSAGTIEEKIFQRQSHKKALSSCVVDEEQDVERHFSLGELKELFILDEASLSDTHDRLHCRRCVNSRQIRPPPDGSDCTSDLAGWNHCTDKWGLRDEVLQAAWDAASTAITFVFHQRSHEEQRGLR
ARNT-TACC3 inh – disruptors of ARNT/TACC3 protein interaction, primary screen, biochemical, AlphaScreen, single concentration; Transforming acidic coiled-coil-containing protein 3 (Homo sapiens), Q9Y6A5; AlphaScreen His-ARNT PAS-B/GST-TACC3 binding, luminescence; TACC3 fragment carries E629A point mutation; inhibition, % at 9.99 µM; hit rate 0.66% among 390,000; AID 623870, 2012;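 active = mean inhibition of replicates at least 50% and at least half of replicates each reaching 50%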;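 also: 0% = complete ARNT plus TACC3 wells and 100% = ARNT alone without TACC3; many hits fall short of the cut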
INS-1E GSIS act – GLuc luminescence reporter in INS-1E cells, primary screen for activators of glucose-dependent secretion of insulin; INS-1E GLuc reporter insulin secretion, 2-3 h; activation, % at 16.6 µM; hit rate 0.61% among 370,000; AID 743287, 2014;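 active = lowest replicate activation of at least 40%, so every replicate reaches that level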;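 also: 0% = median of neutral control wells and 100% = median of IBMX positive control wells; some compounds called inactive have numbers as strong as hits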
esBAF inh – Bmi1 luciferase reporter increase in mESCs, primary screen, esBAF inhibitor project, mouse ES cells, Bmi1 luciferase knock-in, single point | 24 h; 100% = twice the neutral-well signal | reporter increase, % at 12.5 µM | hit rate 2% among 350,000 | AID 602393, 2012; in the data active = activation above about 40%;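 also: 0% = median of the plate's neutral control wells and 100% = double that signal; a rise in the Bmi1 reporter signal indicates esBAF inhibition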
F508del corr – F508del CFTR correction, initial screen, CFBE line, single point. CFBE cells, YFP halide quenching; stimulated with forskolin plus potentiator P3; % fluorescence drop versus neutral controls. activity (quench increase), % at 7.58 µM. hit rate 0.36% among 350,000;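 active = mean added fluorescence quench of at least 8% versus neutral control, with both replicates also reaching 8%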;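 also: cells transiently co-express mutant CFTR-F508del with the halide-sensitive YFP; corrector assay measuring rescue of mutant channel to the surface after 24 h compound exposure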
Xi reactivation – activators of inactive X chromosome reactivation, primary screen, imaging, XiGFP fibroblasts, GFP high-content imaging, set 2; XiGFP mouse fibroblasts, % GFP-positive cells imaging, 3 d; cells co-treated with 5-aza-dC sensitizer; scaled so ellipticine positive control = 100%; activation, % at 7.58 µM; hit rate 0.055% among 360,000;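 active = mean normalized replicate activation at least 10% and every replicate at or above 10%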;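 also: 0% = median of on-plate neutral control wells and 100% = ellipticine 6 µM median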
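Assay system: SV40-immortalized XiGFP fibroblast cells, line 68-5-11; buffer or medium: DMEM plus 5-aza-dC sensitizer; compound: one concentration, pinned; timing: compounds 3 days, fix/stain 15 min at room temperature; benchmarks: positive control ellipticine, 6 µM final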
ERAP1 HTS inh – human ERAP1 aminopeptidase inhibitors, primary screen, biochemical, single point, plate reader; recombinant ERAP1, Leu-AMC fluorescence, 60 min; hit rate 0.15% among 340,000; Endoplasmic reticulum aminopeptidase 1 (Homo sapiens), Q9NZ08; inhibition, % at 10.7 µM; AID 652197, 2013;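 active = mean replicate inhibition of at least 30%, or all replicates individually reaching that 30% level; inactive = mean below 30% and not every replicate reaching it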;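 also: 0% = neutral control wells and 100% = L-leucinethiol positive control wells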
Active calls of the source: *; i = inactive; . = no result given; & = joins results of further samples; ! = a repeat was not active. This is a subset (hit frequency here may not be typical).

Screens by letter – A = RAD52 anneal inh; B = RAD54 branch; C = ARNT-TACC3 inh; D = INS-1E GSIS act; E = esBAF inh; F = F508del corr; G = Xi reactivation; H = ERAP1 HTS inh
structure: COc1ccc(-c2cc(=O)c3c(O)cc(OC4OC(COC5OC(C)C(O)C(O)C5O)C(O)C(O)C4O)cc3o2)cc1O (stereo unspecified)
  A: -2; B: 2; C: -3; D: .; E: 1; F: 1.2; G: .; H: -1
structure: C/C=C(/C)C(=O)OC(C)(C)[C@@H]1Cc2c(ccc3ccc(=O)oc23)O1
  A: -13; B: -11; C: .; D: .; E: -6; F: 0.9; G: -0.1; H: 2
structure: COc1cc(-c2oc3cc(O)cc(O)c3c(=O)c2O[C@@H]2O[C@H](COC3O[C@@H](C)[C@H](O)[C@@H](O)[C@H]3O)[C@@H](O)[C@H](O)[C@H]2O)ccc1O (stereo partly specified)
  A: 0; B: 3; C: 0; D: -1; E: 0; F: 0.0; G: 0.0; H: 2
structure: CC1Cc2ccccc2N1NC(=O)c1ccc(Cl)c(S(N)(=O)=O)c1 (stereo unspecified)
  A: 0; B: 0; C: -4; D: -8; E: -3; F: 4.9; G: 0.0; H: 2
structure: CC(C)=CCOc1c2ccoc2cc2oc(=O)ccc12
  A: -2; B: 4; C: .; D: .; E: -3; F: 1.2; G: .; H: -1
structure: CC1(C)C2CC[C@]3(C)[C@H](C(=O)C=C4[C@@H]5C[C@@](C)(C(=O)O)CC[C@]5(C)CC[C@]43C)[C@@]2(C)CC[C@@H]1O[C@H]1O[C@H](C(=O)O)[C@@H](O)[C@H](O)[C@H]1O[C@@H]1O[C@H](C(=O)O)[C@@H](O)[C@H](O)[C@H]1O (stereo partly specified)
  A: -13; B: 4; C: .; D: -16; E: -4; F: -3.9; G: 0.0; H: 8
structure: N[C@@H](Cc1c[nH]c2ccc(O)cc12)C(=O)O
  A: 1; B: 12; C: 11; D: .; E: 4; F: 1.0; G: -0.1; H: 3
structure: N#Cc1ccc(C(c2ccc(C#N)cc2)n2cncn2)cc1
  A: -10; B: -8; C: .; D: -2; E: 8; F: 1.5; G: 0.2; H: -1
structure: CN1CCCN=C1COC(=O)C(O)(c1ccccc1)C1CCCCC1 (stereo unspecified)
  A: i; B: 12; C: -2; D: 14; E: 2; F: 4.3; G: -0.1; H: -3
structure: CCC(=O)N1CCN(c2ccc(-n3c(=O)ccc4cnc5ccc(-c6cnc7ccccc7c6)cc5c43)cc2C(F)(F)F)CC1
  A: -24; B: .; C: .; D: -16; E: .; F: -3.7; G: 2.2; H: .
structure: CCOC(=O)[C@H](CCc1ccccc1)N[C@@H](C)C(=O)N1Cc2ccccc2C[C@H]1C(=O)O
  A: -11; B: 2; C: -6; D: -12; E: 0; F: 0.8; G: 0.0; H: 1
structure: C/C=C/C(=O)N(CC)c1ccccc1C
  A: 2; B: 15; C: -2; D: 18; E: -2; F: -2.0; G: 0.1; H: -2
structure: CN(C)CCC[C@]1(c2ccc(F)cc2)OCc2cc(C#N)ccc21
  A: -1; B: 0; C: 0; D: -2; E: 3; F: 3.8; G: -0.1; H: -1
structure: O=C(O)CCC(=O)c1ccc(-c2ccccc2)cc1
  A: -14; B: 13; C: -9; D: .; E: 6; F: -4.3; G: 0.1; H: 1
structure: COc1ccc(-c2cc(=O)c3c(O)cc(O[C@@H]4O[C@H](CO[C@@H]5O[C@@H](C)[C@H](O)[C@@H](O)[C@H]5O)[C@@H](O)[C@H](O)[C@H]4O)cc3o2)cc1O
  A: -2; B: 11; C: -1; D: .; E: -2; F: 2.1; G: 0.3; H: -1
structure: CCCCNc1ccc(C(=O)OCCN(C)C)cc1
  A: -5; B: 1; C: -3; D: .; E: -1; F: 3.2; G: -0.1; H: -2
structure: COc1ccc(C2CNC(=O)C2)cc1OC1CCCC1 (stereo unspecified)
  A: -7; B: 6; C: -1; D: 45*; E: -6; F: 4.1; G: 0.1; H: -5
structure: CCN(CC)CCOC(=O)c1ccc(N)cc1
  A: 88*; B: -1; C: 10; D: .; E: -5; F: -1.3; G: 0.0; H: -3
structure: Cc1c(C(=O)O)c(O)cc2c1C(=O)c1c(O)c([C@@H]3O[C@H](CO)[C@@H](O)[C@H](O)[C@H]3O)c(O)c(O)c1C2=O
  A: -2; B: 12; C: 10; D: 4; E: -16; F: 0.5; G: 0.1; H: 5
structure: Nc1nc(O)c(N=Nc2ccc(S(N)(=O)=O)cc2)c(=O)[nH]1
  A: -5; B: .; C: .; D: 1; E: .; F: -1.3; G: 0.3; H: 3
structure: COc1ccccc1N1CCN(CCCN=C2CC(=O)N(C)C(=O)N2C)CC1
  A: 0; B: 4; C: 0; D: .; E: 1; F: -0.6; G: 0.6; H: -2
structure: Oc1cc2c(cc1O)[C@H]1c3ccc(O)c(O)c3OC[C@@]1(O)C2
  A: -14; B: 9; C: -3; D: 2; E: 1; F: 2.6; G: -0.1; H: 22
structure: Cc1ccc(=O)n(-c2ccccc2)c1
  A: -2; B: -4; C: 0; D: -12; E: -3; F: -0.2; G: 0.2; H: 3
structure: CCc1ccc(CCOc2ccc(CC3SC(=O)NC3=O)cc2)nc1 (stereo unspecified)
  A: -5; B: -3; C: 2; D: .; E: 11; F: -3.1; G: 0.0; H: -2
structure: CC(=O)CCCCn1c(=O)c2c(ncn2C)n(C)c1=O
  A: -4; B: -15&1; C: -6&-3; D: .; E: -2&4; F: -4.3; G: 0.0; H: 0
structure: COC(=O)C1=CO[C@@H](O[C@@H]2O[C@H](CO)[C@@H](O)[C@H](O)[C@H]2O)C2C1C[C@H](O)[C@@H]2C (stereo partly specified)
  A: -9; B: 4; C: 2; D: -2; E: -5; F: -4.1; G: 0.1; H: -1
structure: O=C(O)c1cccnc1Nc1cccc(C(F)(F)F)c1
  A: -12; B: 10; C: 3; D: .; E: -1; F: -7.3; G: -0.1; H: -1
structure: NC1CCN(c2nc3c(cc2F)c(=O)c(C(=O)O)cn3-c2ccc(F)cc2F)C1 (stereo unspecified)
  A: 5; B: 9; C: -3; D: .; E: 12; F: -2.2; G: 3.0; H: 3
structure: CCCCCC(=O)O[C@]1(C(C)=O)CC[C@H]2[C@@H]3CCC4=CC(=O)CC[C@]4(C)[C@H]3CC[C@@]21C
  A: -13; B: 11; C: 0; D: .; E: 2; F: -23; G: 0.1; H: -2
structure: CN(C)CCCC1(c2ccc(F)cc2)OCc2cc(C#N)ccc21 (stereo unspecified)
  A: -7; B: -6; C: -2; D: .; E: 3; F: -0.6; G: 0.0; H: -4
structure: CC(=O)Nc1ccc(CC(=O)O)cc1
  A: 0; B: -1; C: -4; D: -2; E: -3; F: 2.1; G: 0.1; H: 2
structure: NOCC(=O)O
  A: -7; B: -6; C: -4; D: .; E: -1; F: 6.8; G: -0.1; H: -1
structure: CCCCNc1ccc(C(=O)OCCOCCOCCOCCOCCOCCOCCOCCOCCOC)cc1
  A: -3; B: -3; C: -3; D: .; E: 1; F: 1.2; G: 0.1; H: -11
structure: CC12CCC(=O)C=C1CCC1C2CCC2(C)C1CCC2(O)C(=O)CO (stereo unspecified)
  A: -5; B: 8; C: -3; D: .; E: -1; F: 3.4; G: 0.0; H: -2
structure: Oc1ccc2c(c1)OCC1(O)Cc3cc(O)c(O)cc3C21 (stereo unspecified)
  A: -24; B: -16; C: 1; D: 0; E: -3; F: 5.5; G: .; H: 7
structure: CC1(C)O[C@H]2CC(=O)OC[C@@]23C1CC(=O)[C@]1(C)C3CC[C@@]2(C)[C@H](c3ccoc3)OC(=O)[C@H]3O[C@]321 (stereo partly specified)
  A: -5; B: 1; C: 8; D: -2; E: -2; F: 1.0; G: .; H: 1
structure: Oc1ccc(C2CNCCc3c2cc(O)c(O)c3Cl)cc1 (stereo unspecified)
  A: 52*!; B: -3&8; C: 1&2; D: 1&7; E: 3&-1; F: -3.5&-20; G: 0.9&-0.3; H: -2&2
structure: C1COC(NC(C2CC2)C2CC2)=N1
  A: -6; B: 3; C: -14; D: .; E: 0; F: -3.2; G: -0.2; H: 0
structure: C[N+]1(C)CCC(=C(c2ccccc2)c2ccccc2)CC1
  A: -15; B: -3; C: -2; D: 40; E: 3; F: -0.9; G: 0.0; H: -2
structure: Cc1ccc(N(CC2=NCCN2)c2cccc(O)c2)cc1
  A: 16&6&6; B: 6&6&21; C: 5&5&3; D: .; E: 3&5&-3; F: -1.0&-3.5&-16; G: 0.1&0.2&0.1; H: 1&-3&-4

Some of these compounds in order of number of heavy atoms, low to high:
Screens by letter – A = RAD52 anneal inh; B = RAD54 branch; C = ARNT-TACC3 inh; D = INS-1E GSIS act; E = esBAF inh; F = F508del corr; G = Xi reactivation; H = ERAP1 HTS inh
structure: NOCC(=O)O
  A: -7; B: -6; C: -4; D: .; E: -1; F: 6.8; G: -0.1; H: -1
structure: C1COC(NC(C2CC2)C2CC2)=N1
  A: -6; B: 3; C: -14; D: .; E: 0; F: -3.2; G: -0.2; H: 0
structure: CC(=O)Nc1ccc(CC(=O)O)cc1
  A: 0; B: -1; C: -4; D: -2; E: -3; F: 2.1; G: 0.1; H: 2
structure: C[N+]1(C)CCC(=C(c2ccccc2)c2ccccc2)CC1
  A: -15; B: -3; C: -2; D: 40; E: 3; F: -0.9; G: 0.0; H: -2
structure: CN(C)CCCC1(c2ccc(F)cc2)OCc2cc(C#N)ccc21 (stereo unspecified)
  A: -7; B: -6; C: -2; D: .; E: 3; F: -0.6; G: 0.0; H: -4
structure: CC12CCC(=O)C=C1CCC1C2CCC2(C)C1CCC2(O)C(=O)CO (stereo unspecified)
  A: -5; B: 8; C: -3; D: .; E: -1; F: 3.4; G: 0.0; H: -2
structure: NC1CCN(c2nc3c(cc2F)c(=O)c(C(=O)O)cn3-c2ccc(F)cc2F)C1 (stereo unspecified)
  A: 5; B: 9; C: -3; D: .; E: 12; F: -2.2; G: 3.0; H: 3
structure: CCCCCC(=O)O[C@]1(C(C)=O)CC[C@H]2[C@@H]3CCC4=CC(=O)CC[C@]4(C)[C@H]3CC[C@@]21C
  A: -13; B: 11; C: 0; D: .; E: 2; F: -23; G: 0.1; H: -2
structure: CC1(C)O[C@H]2CC(=O)OC[C@@]23C1CC(=O)[C@]1(C)C3CC[C@@]2(C)[C@H](c3ccoc3)OC(=O)[C@H]3O[C@]321 (stereo partly specified)
  A: -5; B: 1; C: 8; D: -2; E: -2; F: 1.0; G: .; H: 1
structure: CCCCNc1ccc(C(=O)OCCOCCOCCOCCOCCOCCOCCOCCOCCOC)cc1
  A: -3; B: -3; C: -3; D: .; E: 1; F: 1.2; G: 0.1; H: -11

Reprinted at random: two compounds from above, in no set order.
Screens by letter – A = RAD52 anneal inh; B = RAD54 branch; C = ARNT-TACC3 inh; D = INS-1E GSIS act; E = esBAF inh; F = F508del corr; G = Xi reactivation; H = ERAP1 HTS inh
structure: CCOC(=O)[C@H](CCc1ccccc1)N[C@@H](C)C(=O)N1Cc2ccccc2C[C@H]1C(=O)O
  A: -11; B: 2; C: -6; D: -12; E: 0; F: 0.8; G: 0.0; H: 1
structure: CCN(CC)CCOC(=O)c1ccc(N)cc1
  A: 88*; B: -1; C: 10; D: .; E: -5; F: -1.3; G: 0.0; H: -3
